ATXN2 expr inh – inhibitors of ATXN2 expression | HEK-293 ATXN2-luciferase reporter, luminescence, 24 h | Potency, µM (doses to about 57 µM), without a hit: at the top dose activity change, negative = inhibition, hits mostly inhibitors | 360,000 tested, 0.72% active; further: potency means the concentration at half of the fitted maximal effect; on the % scale 0 is the no-effect control and ±100 the full control effect; nearly all actives have a fitted effect of over 55% in size
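ATXN2-luciferase reporter cells (luciferase flanked by upstream and downstream ATXN2 gene portions) were treated 24 h at 37 °C with compounds at up to 57 uM. SteadyGlo luminescence gave expression; GF-AFC fluorescence gave viability.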
IL2 activator – activators of IL-2 | IL-2 activation reporter assay, cell-based qHTS; stimulated with anti-CD3/CD4/CD28 beads; in transgenic mouse T cells | activation, % (series mostly up to about 46 µM) | 360,000 tested, 0.065% active | AID 652025; in the data active means activation above about 50%; inconclusive means mostly about 30% to 49%; further: 0% is about no effect
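Readout: EGFP and DsRed signals by fluorescent plate cytometry. Unstimulated transgenic mouse T cells received compound 60 min before antibody-bead stimulation, then incubated 18 h at 37 degrees C.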
Nrf2 block – blocks Nrf2 signaling; A549 ARE-Fluc reporter, luciferase luminescence, 18-24 h; Potency, µM (top dose mostly 46 µM), without a hit: at the top dose activity change, negative = inhibition, usual class: inhibitors; 360,000 tested, 2.1% active; AID 504444; further: potency means the concentration at half of the fitted maximal effect; on the % scale 0 is the no-effect control and ±100 the full control effect; nearly all actives have a fitted effect of over 60% in size
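A549 ARE_Fluc cells, 5000/well, 5% FBS OPTI-MEM; compounds in dose-response, 18-24 h at 37 °C/5% CO2; CellTiter-Fluor viability read (Ex 405/Em 525), then BugLite luciferase luminescence = Nrf2 activity.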
TGFb inhibitor – inhibitors of TGF-b signaling; 410,000 tested, 1.2% active; AID 588855; Potency, µM (titrated, usually from 46.1 µM), for the others: at the top dose activity, negative = inhibition, hits mostly inhibitors; HepG2 CAGA-GFP TGF-b/SMAD3 reporter, GFP fluorescence, 18 h; TGF-beta stimulated, 500 pg/mL final; further: potency means the concentration at half of the fitted maximal effect; on the % scale 0 is the no-effect control and ±100 the full control effect; nearly all actives have a fitted effect of over 65% in size
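HEPG2 CAGA-GFP, 1000 cells/well; 2 h settle, 37 C; cpd via pin tool; TGF-b 500 pg/mL final; 18 h, 37 C; GFP imaging ex488/em500-530; %Activity normalised to -TGF-b and +DMSO controls; CRC fit, curve class.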
HepG2 tox – counter-screen for TGF-b inhibitors: cytotoxicity in HepG2 cells; Potency, µM (highest dose often 46.1 µM), for inactives: at the top dose activity change, negative = cytotoxicity, most hits filed as cytotoxic; HepG2 CAGA-GFP viability, ATP luminescence, 18 h; 410,000 tested, 0.76% active; further: potency means the concentration at half of the fitted maximal effect; some results filed as inactive show a strong effect at the top dose
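HepG2 CAGA-GFP cells (1000/well, DMEM with 1% FBS) received compound, then TGF-beta at 500 pg/mL final, and were incubated 18 hours at 37 degrees C. Viability was read by CellTiter-Glo luminescence. Media-only wells were set as complete cell-killing and DMSO as no toxicity.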
Nrf2 ARE act – Nrf2 pathway activation; 410,000 tested, 0.31% active; AID 624171; AREc32 ARE-luciferase reporter (MCF7-derived line), luminescence, 24 h; Potency, µM (doses to about 46.1 µM), for inactives: at the highest dose activation, most hits filed as activators; further: potency means the concentration at half of the fitted maximal effect; % of control where 0% means no effect; nearly all actives have a fitted effect of over 65% in size
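Luminescent ARE reporter assay in AREc32_Fluc cells: overnight plating at 37 deg C, 24 hr compound incubation, Steady-Glo added, 30 min RT before reading.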
S2 tox – cell viability loss in ATXN counter-screen. Potency, µM (titrated, usually from 56.7 µM), usual class: cytotoxic. S2 cells (HEK-293 line with an ATXN2-luciferase reporter) viability, CellTiter-Fluor protease fluorescence, 24 h. 400,000 tested, 0.49% active. AID 651635; further: potency means the concentration at half of the fitted maximal effect; nearly all actives have a fitted effect of over 40% in size
A549 viability – counter-screen for Nrf2 inhibitors: cytotoxicity in A549 cells; 390,000 tested, 0.16% active; A549 ARE-Fluc cells, CellTiter-Fluor viability, 18-24 h; Potency, µM (highest dose often 46 µM), for the others: at the highest dose activity change, negative = cytotoxicity, hits mostly inhibitors; AID 504648; further: potency means the concentration at half of the fitted maximal effect; on the % scale 0 is the no-effect control and ±100 the full control effect
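A549 ARE_Fluc cells in 5% FBS OPTI-MEM were exposed to compounds in concentration-response for 18-24 h at 37 deg C. Viability was read by CellTiter-Fluor fluorescence (Ex 405/Em 525) after 30 min, before the luciferase read.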
EPAC2 ag – activates human EPAC2 exchange factor; Potency, µM (top dose mostly 154 µM), for the others: at the highest dose activation, usual class: activators; 360,000 tested, 0.079% active; EPAC2 activation, biochemical qHTS; response scale: 100% = 6.5 mM cAMP response; further: potency means the concentration at half of the fitted maximal effect; nearly all actives have a fitted effect of over 50% in size
Target sequence (Q8WZA2 whole entry, looked up): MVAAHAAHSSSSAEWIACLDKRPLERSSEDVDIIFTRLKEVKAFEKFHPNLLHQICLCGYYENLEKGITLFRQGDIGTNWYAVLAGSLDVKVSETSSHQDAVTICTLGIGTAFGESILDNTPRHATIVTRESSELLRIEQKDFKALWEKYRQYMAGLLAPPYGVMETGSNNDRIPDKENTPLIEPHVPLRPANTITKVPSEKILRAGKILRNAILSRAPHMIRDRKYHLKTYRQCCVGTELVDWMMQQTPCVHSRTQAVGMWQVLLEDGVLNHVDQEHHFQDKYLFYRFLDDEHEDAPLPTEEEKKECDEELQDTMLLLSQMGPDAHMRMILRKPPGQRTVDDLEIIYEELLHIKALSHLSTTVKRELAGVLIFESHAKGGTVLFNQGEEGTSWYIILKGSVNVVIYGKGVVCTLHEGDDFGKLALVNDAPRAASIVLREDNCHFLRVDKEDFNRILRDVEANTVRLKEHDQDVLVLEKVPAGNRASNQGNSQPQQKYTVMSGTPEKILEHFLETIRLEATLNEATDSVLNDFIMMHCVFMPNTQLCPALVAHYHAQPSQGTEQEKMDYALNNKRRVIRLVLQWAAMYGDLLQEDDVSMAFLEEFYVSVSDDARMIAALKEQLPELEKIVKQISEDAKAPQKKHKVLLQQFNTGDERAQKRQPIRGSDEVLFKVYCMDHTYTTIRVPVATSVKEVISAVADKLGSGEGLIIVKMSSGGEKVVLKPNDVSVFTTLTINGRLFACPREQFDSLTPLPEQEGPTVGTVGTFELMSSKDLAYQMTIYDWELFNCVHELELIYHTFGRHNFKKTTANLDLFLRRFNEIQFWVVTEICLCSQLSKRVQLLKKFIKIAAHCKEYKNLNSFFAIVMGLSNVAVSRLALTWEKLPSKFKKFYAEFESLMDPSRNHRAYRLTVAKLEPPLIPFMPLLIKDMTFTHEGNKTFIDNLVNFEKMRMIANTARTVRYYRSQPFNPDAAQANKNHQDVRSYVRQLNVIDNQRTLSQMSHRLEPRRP
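Each well held 100 nM EPAC2, 250 nM RAP1B-BODIPY-GDP and 50 uM GDP. Fluorescence, read at 5-min intervals to 30 min, was referenced to a 6.5 mM cAMP positive control.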
The depositor's hits bear a star; i = inactive; ? = inconclusive; . = no result given; & = joins results of further samples; [ ] = dose if it differs, or a comment. Unless noted, the call rests on the fitted dose curve; in most records, active means well fitted curve in the direction sought with a large enough effect; inconclusive means small, poorly fitted or top-dose-only effect, or another doubt; inactive means no such curve, though single readings can be large; an effect the other way counts as inactive or inconclusive.

SMILES	ATXN2 expr inh	IL2 activator	Nrf2 block	TGFb inhibitor	HepG2 tox	Nrf2 ARE act	S2 tox	A549 viability	EPAC2 ag
O=C(NN=CC=Cc1ccccc1)C(O)C(O)C(=O)NN=CC=Cc1ccccc1 (configuration not stated)	-7%	-3.5	3%	17%	-12%	-0.5%	i	13%	8%
CCCNC(=O)c1cccc(Cn2cc(Br)c([N+](=O)[O-])n2)c1	4%	-0.1	2%	3%	-3%	0.5%	?	2%	-5%
O=C(NCCc1ccccc1)C(c1ccccc1)N(C(=O)c1csnn1)C1CC1 (configuration not stated)	-1%	0.1	0%	0%	0%	0.5%	i	-6%	11%
S=C(NCCSCc1ccccc1Cl)Nc1ccccc1	1%	1.3	-26%	?	-16%	2.1%	i	-3%	11%
CCOc1cc(C(=O)OCC(=O)Nc2cc(C)on2)cc(OCC)c1OCC	-3%	-0.8	8%	4%	-15%	-0.8%	?	2%	2%
COC(=O)Cc1ccc(NC(=S)NCCSc2ccc(C)cc2)cc1	.	-2.3	-40%	?	-23%	1.5%	?	-15%	8%
COc1cccc(NC(=S)N2CCc3cc(OC)c(OC)cc3C2)c1	1%	-4.5	-4%	-8%	-47%	-0.2%	i	-4%	14%
Cc1cc(N/N=C2\CC(C)CC(C)(C)C2)nc2ccccc12 (configuration not stated)	-30%	-0.9	-2%	?	-52%	4.5%	i	0%	17%
O=C(COC(=O)c1c[nH]c2ccccc12)NCc1ccccc1	.	0.7	.	0%	-3%	-1.2%	i	.	7%
CCOC(=O)c1nnn(-c2nonc2-n2cccc2)c1CN1CCC(C)CC1	-13%	-2.5	?	-16%	-10%	3.3%	i	-13%	3%
COC(=O)c1ccccc1NC(=O)c1cnn2c(C(F)F)cc(C3CC3)nc12	-13%	-0.3	-10%	2%	-2%	3.7%	i	-2%	-6%
Cc1cccc(CN2CCN(C(C)C(=O)NC(C)c3ccccc3)CC2)c1 (configuration not stated)	-1%	-0.2	1%	0%	0%	0.2%	i	-7%	3%
C#CCOCCOCCOCCNc1nc(N2CCN(C(=O)[C@H]([C@@H](C)CC)n3cc([C@@H](N)Cc4ccc(O)cc4)nn3)CC2)nc(N2CCN(C(=O)[C@H]([C@@H](C)CC)n3cc([C@@H](N)CC(C)C)nn3)CC2)n1	3%	0.0	-3%	-9%	-37%	0.2%	?	-22%	-5%
CC1(C)CC(=O)c2c(O)cc(O)cc2O1	1%	-2.4	15%	0%	-1%	-0.2%	i	7%	0%
Cc1c(Br)c([N+](=O)[O-])nn1CC(=O)Nc1sc2c(c1C(=O)OC(C)C)CCC(C)C2 (configuration not stated)	-10%	-1.1	8%	-2%	17%	0.1%	?	2%	0%
Cc1cc(C)c2c3c(sc2n1)C(c1ccccc1)C(C#N)=C(N)O3 (configuration not stated)	37%[activator]	2.3	.	30%[activator]	-23%	?	i	0%	4%
CCCOc1ccc(N2C(=O)CC(N(Cc3ccccc3)N=O)C2=O)cc1 (configuration not stated)	-22%	5.6	-7%	-12%	-1%	-0.4%	i	7%	17%
CCOc1ccc(-c2nn(-c3ccccc3)cc2/C=C2\SC(=S)N(Cc3ccco3)C2=O)cc1	-11%	-3.3	14%	-15%	0%	0.0%	i	?	-3%
O=C(CN1CCN(S(=O)(=O)N2CCOCC2)CC1)Nc1cc(Cl)cc(Cl)c1	-33%	0.7	-12%	-3%	-8%	-0.2%	i	4%	17%
CCN(CC(=O)NCc1cccs1)S(=O)(=O)c1ccc(F)cc1	2%	2.0	3%	1%	1%	-0.8%	i	0%	4%
COc1ccc(C(=O)NC2CC(=O)N(c3ccc4c(c3)OCCO4)C2)cc1 (configuration not stated)	0%	.	.	-10%	-18%	-0.1%	i	-8%	.
CC(C)c1cc(C(C)C)c(S(=O)(=O)N2CCNCC2)c(C(C)C)c1	-39%	-0.4	?	?	-138%	3.3%	i	1%	5%
C=C1CSc2nc3ccccc3c(=O)n21	-6%	0.4	.	-22%	-10%	-0.6%	i	-7%	4%
CCOC(=O)CC(=O)Nc1cc2ccc(OC)c(OC)c2cc1C(=O)OCC	.	-2.0	.	-8%	-13%	-0.7%	i	.	-5%
Cc1ccccc1NC(=S)Nc1cccc([N+](=O)[O-])c1	-3%	0.6	-12%	7%	-5%	3.6%	i	-3%	11%
O=C(CSc1nc2c([nH]c3ccccc32)c(=O)n1-c1ccc(F)cc1)NCc1ccco1	7%&-1%	-1.5	4%	-6%&-21%	-21%&-47%	4.7%&4.7%	i	8%&2%	0%
CC(C)CC(=O)c1c[nH]c(C(=O)NCc2ccc(F)cc2)c1	.	1.6	-26%	14%	8%	0.5%	i	-4%	0%
Oc1c(CN2CCOCC2)ccc(CN2CCOCC2)c1O	-10%	0.2	2%	3%	-4%	0.3%	?	-6%	2%
CN1CCN(c2cc(=O)n(-c3ccc(Cl)cc3)c(=O)[nH]2)CC1	0%	1.3	7%	0%	3%	-0.5%	i	-4%	4%
Cc1ccc(OCCOCCN2CCCC2)c(Br)c1	-13%	0.3	8%	-5%	-25%	0.0%	i	?	19%

4 compounds out of the list above, arranged by their value in EPAC2 ag, largest number first:
Compound	IL2 activator	Nrf2 ARE act	EPAC2 ag
Cc1ccccc1NC(=S)Nc1cccc([N+](=O)[O-])c1	0.6	3.6%	11%
Oc1c(CN2CCOCC2)ccc(CN2CCOCC2)c1O	0.2	0.3%	2%
CC(C)CC(=O)c1c[nH]c(C(=O)NCc2ccc(F)cc2)c1	1.6	0.5%	0%
CCOc1ccc(-c2nn(-c3ccccc3)cc2/C=C2\SC(=S)N(Cc3ccco3)C2=O)cc1	-3.3	0.0%	-3%

Next section:
SMILES	ATXN2 expr inh	IL2 activator	Nrf2 block	TGFb inhibitor	HepG2 tox	Nrf2 ARE act	S2 tox	A549 viability	EPAC2 ag
O=C1CC(c2nc3ccccc3[nH]2)CN1c1cccc(Cl)c1 (configuration not stated)	-25%	.	-12%	?	-54%	4.2%	i	8%	.
Cn1cc(CNC(=O)C2CCC(=O)N(Cc3ccccc3F)C2)cn1 (configuration not stated)	-1%	-2.3	13%	-12%	-1%	-0.9%	i	7%	3%
O=C(/C=C/c1cn(CC(O)CN2CCc3ccccc32)c2ccccc12)c1ccc(Br)cc1 (configuration not stated)	-17%	.	-17%	?	-37%	4.2%	.	0%	.
COc1cc(C(C)=O)ccc1Oc1cnccn1	-18%	-2.0	2%	6%	-10%	0.0%	i	0%	9%
Cc1nn(-c2ccccc2)c2[nH]c(=O)cc(C(F)F)c12	1%	-0.1	13%	-11%	-8%	-0.7%	i	-1%	9%
C#CCOCCOCCOCCNc1nc(N2CCN(C(=O)[C@H]([C@@H](C)CC)n3cc(CCC(=O)O)nn3)CC2)nc(N2CCN(C(=O)[C@H](CCCCN)n3cc(CCCC)nn3)CC2)n1	9%	0.7	2%	16%	4%	-0.4%	i	-6%	0%
COc1ccc(-c2ccc(OC)c(C3C4C=CCC(C)C4C(=O)N3Cc3ccccc3)c2)cc1C (configuration not stated)	.	.	18%	7%	10%	.	.	10%	.
O=C(Cc1ccc(Br)cc1)NNC(=O)Nc1ccc(Cl)cc1	-1%	-1.6	?	2%	2%	-0.1%	i	1%	0%
CC(=O)N(C)c1ccc(OCC(O)Cn2c(C)nc3ccccc32)cc1 (configuration not stated)	.	-2.8	9.2µM*	-4%	-2%	0.4%	i	-18%	6%
O=C(Nc1cccc(NC(=O)c2cccc(F)c2)n1)c1cccc(F)c1	-2%	-1.0	?	13%	-19%	7.1%	i	-3%	6%
CCOC(=O)c1cccc(NC(=O)CC2Oc3ccccc3NC2=O)c1 (configuration not stated)	.	1.0	0%	?	-29%	-0.6%	i	?	11%
CCCc1ccc2oc(C(=O)N(Cc3ccncc3)CC3CCCO3)c(C)c2c1 (configuration not stated)	-23%	-4.1	?	?	-28%	-0.8%	i	4%	1%
Fc1ccc(-c2nn3c(C4COc5ccccc5O4)nnc3s2)cc1 (configuration not stated)	50%[activator]	1.9	-1%	0%	-8%	5.9%	i	.	2%
CCCCOc1ccccc1-c1ccccc1CN1[C@@H](C(C)C)COCCS1(=O)=O	-26%	-0.6	?	?	-39%	6.9%	?	4%	4%
O=C(NC1CCCc2ccccc21)C1CCN(S(=O)(=O)N2CCCCCC2)CC1 (configuration not stated)	-11%	1.0	-6%	-21%	-11%	0.4%	i	?	4%
FC(F)(F)c1cc(Cl)c2nc(-c3ccccc3)c(Cc3cccc(Cl)c3)n2c1	17%	-0.4	.	.	.	8.8%	i	.	-4%
COc1ccc(NC(=O)CSc2nnc(CN3CCOCC3)n2-c2ccccc2)cc1Cl	0%	2.2	14%	0%	-2%	-1.0%	i	2%	7%
O=C(NCc1nc2ccccc2[nH]1)c1cccc(S(=O)(=O)N2CCOCC2)c1	2%	-3.7	.	0%	1%	-0.3%	i	3%	-5%
O=C(O)c1ccc(Cn2nnc3sc4c(c3c2=O)CCCC4)cc1	46%[activator]	-0.6	1%	3%	1%	0.1%	i	-4%	5%
O=C(Cn1cnc2ccccc21)N/N=C/C(Br)=C/c1ccccc1	?	-3.0	-21%	?	-58%	7.1µM*	?	-5%	-12%
CC(=NNC(=S)Nc1ccc(C)cc1)c1ccccn1	-60%	-0.7	?	?	-57%	1.6%	i	12µM*	12%
CC1=CC(C)(C)Nc2ccc(OC(=O)c3cccnc3)cc21	?	-0.6	?	-6%	13µM*	-0.7%	?	.	1%
Cc1cccc(-n2c(O)c(C=NC3CCS(=O)(=O)C3)c3ccccc3c2=O)c1C (configuration not stated)	-4%	0.0	-6%	0%	-52%	3.7%	i	-9%	0%

From PubChem BioAssay
